# NCI-60 one-dose screen, 48 h, at 10 µM unless noted. Numbers give growth in % (100 = growth as untreated, 0 = no growth, -100 = all killed).
# OVCAR-8 – OVCAR-8 ovarian cancer. 81,000 tested, 4.4% active. AID 1794782
# OVCAR-4 – OVCAR-4 ovarian cancer cells | 80,000 tested, 3.7% active | AID 1794784
# OVCAR-3 – OVCAR-3 ovarian cancer. 79,000 tested, 7% active
# ACHN – ACHN renal cancer. 81,000 tested, 4.9% active
# RXF 393 – RXF 393 renal cancer cells; 77,000 tested, 6.9% active
# A498 – A498 renal cancer cells. 76,000 tested, 5.4% active
# OVCAR-5 – OVCAR-5 ovarian cancer; 82,000 tested, 2.9% active; AID 1794783
# IGROV1 – IGROV1 ovarian cancer; 79,000 tested, 4.7% active; AID 1794786
# SK-OV-3 – SK-OV-3 ovarian cancer cells | 80,000 tested, 3.2% active
# Numbers without * were called inactive; . = not tested or not shown; & = joins results of further samples; ! = repeats disagree. How the source made its calls: active means growth percent below 10; inactive means the rest.
smiles	OVCAR-8	OVCAR-4	OVCAR-3	ACHN	RXF 393	A498	OVCAR-5	IGROV1	SK-OV-3
O=S(=O)(NCCNc1cc(-c2c(-c3cccc(O)c3)nc3sccn23)ccn1)c1ccc(Br)cc1	48	43	60	57	60	51	109	47	74
O=C(C[C@@H](C(=O)NCc1cccc(C(F)(F)F)c1)N1C(=O)[C@@H](N2C(=O)OC[C@@H]2c2ccccc2)[C@H]1/C=C/c1ccccc1)NC1CCN(Cc2ccccc2)CC1	84	66	66	96	74	50	104	75	81
COC(=O)C(C(=O)OC)C(CC(=O)c1ccc(Br)cc1)c1ccccc1 (centres undefined)	99	102	122	109	109	79	97	107	110
COc1ccc(-c2cc(=O)oc3ccc(Cl)cc23)cc1F	20	56	6.0*	35	39	2.7*	55	43	0.5*
CCCCCNC(C)COC(=O)c1ccc(N)cc1 (centres undefined)	100	115	106	104	107	72	102	91	98
O=C(CNc1nc(-c2cccc([N+](=O)[O-])c2)cs1)Nc1ccc(Br)cc1	103	105	120	105	.	105	108	104	114
COc1cccc(OC)c1[N+](=O)[O-]	.	114	106	109	.	108	114	98	106
CCn1cc(C(=O)O)c(=O)c2cc(F)c(N3CCN(CC(=O)Nc4ccc(/C(C)=N/O)cc4)CC3)cc21	100	114	103	106	116	123	111	101	108

# Additional compounds.
smiles	OVCAR-8	OVCAR-4	OVCAR-3	ACHN	RXF 393	A498	OVCAR-5	IGROV1	SK-OV-3
COC(=O)c1cc(Cl)nc(SC)n1	114	118	100	.	113	97	108	103	111
O=C(/C=C/c1cn(-c2ccccc2)nc1-c1ccccc1)CCC(=O)NO	97	112	99	106	102	105	118	104	99
CC(C)c1ccccc1S	123	98	106	110	111	114	110	114	112
COc1cccc(-c2nc(-c3ccc(NC(=O)Oc4ccccc4)cc3)[nH]c2-c2ccnc(Br)c2)c1	101	102	111	98	64	91	109	106	122
NC1=NC2(CCCC2)N=C(Nc2ccc(S(N)(=O)=O)cc2)N1	100	101	112	99	107	112	98	103	119
CC(C)(C)n1cc(-c2ccnc(NCCCNS(=O)(=O)c3cccc(F)c3)c2)c(-c2cccc(F)c2)n1	81	79	98	96	68	65	97	82	89
COc1ccc(C2C(C#N)=C(N)Oc3n[nH]c(-c4cccs4)c32)cc1C(F)(F)F (centres undefined)	93	109	94	108	106	82	118	95	94
COC(=O)/C(O)=C/c1nonc1-c1ccccc1	100	112	122	105	97	.	102	100	113

# Some of these compounds in order of heavy-atom count, low to high:
smiles	OVCAR-8	OVCAR-4	OVCAR-3	ACHN	RXF 393	A498	OVCAR-5	IGROV1	SK-OV-3
CC(C)c1ccccc1S	123	98	106	110	111	114	110	114	112
COC(=O)c1cc(Cl)nc(SC)n1	114	118	100	.	113	97	108	103	111
NC1=NC2(CCCC2)N=C(Nc2ccc(S(N)(=O)=O)cc2)N1	100	101	112	99	107	112	98	103	119
COc1ccc(C2C(C#N)=C(N)Oc3n[nH]c(-c4cccs4)c32)cc1C(F)(F)F (centres undefined)	93	109	94	108	106	82	118	95	94
COc1cccc(-c2nc(-c3ccc(NC(=O)Oc4ccccc4)cc3)[nH]c2-c2ccnc(Br)c2)c1	101	102	111	98	64	91	109	106	122
CC(C)(C)n1cc(-c2ccnc(NCCCNS(=O)(=O)c3cccc(F)c3)c2)c(-c2cccc(F)c2)n1	81	79	98	96	68	65	97	82	89

# (more compounds)
smiles	OVCAR-8	OVCAR-4	OVCAR-3	ACHN	RXF 393	A498	OVCAR-5	IGROV1	SK-OV-3
CC(=O)N(c1nc2ccccc2s1)N1C(=O)c2ccccc2C1=O	100	111	99	94	110	114	107	100	102
O=c1[nH]c(Nc2cccc(Cl)c2)nc2nc(Nc3ccc(NC(=S)Nc4ccccc4)cc3)nc(-c3ccc(O)cc3O)c12	73	102	109	100	112	122	114	60	86
Fc1ccc(CSc2nnc(-c3cccnc3)o2)cc1	99	112	114	103	116	100	105	107	104
CCc1c(Nc2ccc(C)c(C)c2)[nH]c(N)nc1=S	99	107	120	105	110	.	105	101	120
COc1ccc(C2C3=C(COC3=O)N(CCO)c3cc4c(cc32)OCCO4)cc1OC (centres undefined)	53	41	-37*	42	5.3*	-5.7*	67	37	29
Cc1nc(Cl)c2c(n1)N(C)c1ccc(O)cc1C(C)C2 (centres undefined)	93	95	94	83	93	91	107	95	88
CC(C)(C)c1cc(-n2c(-c3ccc(Cl)cc3)nc3cc(C(=O)Nc4ccc(Cl)cc4)ccc32)n[nH]1	62	56	46	38	66	48	93	40	100
Cc1ccc2c(NCCCN(C)C)c3c(C)nn(C)c3nc2c1	-5.3*	29	49	27	.	28	39	29	39

# (list continues)
smiles	OVCAR-8	OVCAR-4	OVCAR-3	ACHN	RXF 393	A498	OVCAR-5	IGROV1	SK-OV-3
O=C(Nc1ccc(I)cc1F)c1cc(-c2ccc(F)cc2F)ccc1O	8.5*	17	-1.3*	-5.8*	-9.2*	-21*	3.5*	23	-11*
Cc1ccc(-c2csc(C3=C(O)CN(CCCO)C3=N)n2)cc1	94	114	99	104	78	82	92	71	98
O=C(O)c1cn(C2CC2)c2cc(N3CCN(C(=O)/C=C/c4ccccc4)CC3)c(F)cc2c1=O	97	82	108	95	83	51	96	83	79
O=C(CCN1C(=O)CCC1=O)Nc1ncc(Cc2ccccc2)s1	100	112	105	108	105	119	103	109	99
O=C1NCCO1	110&99	115&94	123&102	102&102	105	100	95&82	117&119	106
COc1cc(-c2nn(-c3cccc(NC(=O)Nc4cc(C(F)(F)F)cc(C(F)(F)F)c4)c3)cc2-c2ccncc2)ccc1Cl	-13*	17	-58*	11	-68*	-15*	16	20	-9.8*
CCOC(=O)n1cc(-c2nonc2-c2cn(C(=O)OCC)c3ccc(Br)cc23)c2ccccc21	86	79	79	64	94	82	64	53	80
C/C(=C(\c1ccc(OCCCN(C)C)cc1)c1ccc(OC(=O)Cc2ccccc2)cc1)c1ccc(Cl)cc1	89	70	70	94	70	103	89	88	73

# Carrying on:
smiles	OVCAR-8	OVCAR-4	OVCAR-3	ACHN	RXF 393	A498	OVCAR-5	IGROV1	SK-OV-3
CCOC(=O)N1CCN(CCCCOc2ccc(Cl)cc2)CC1	96	104	99	110	114	79	116	102	112
CCCCSc1nc(N)nc2c1ncn2CC(C)CC (centres undefined)	118	92	130	112	136	82	112	103	97
Cc1n(Cc2ccc3ccccc3c2)c(Cl)c(Cl)[n+]1Cc1ccc2ccccc2c1	19	3.2*	5.5*	81	43	40	51	-8.2*	65
COC1=C[C@]23CCCN2CCc2cc4c(cc2[C@@H]3[C@@H]1OC(=O)C(C)(C)O)OCO4	86	76	70	77	90	83	83	97	100
O=C(C1=Cc2cc3ccccc3n2Cc2cnnn21)c1ccc(Br)cc1	89	100	101	98	118	98	90	91	88
Cc1nc2ccccc2c(Cl)c1C	108	101	115	102	124	109	112	.	104
CN1CCN(CCOC(=O)Nc2ccccc2)CC1	110	100	109	99	95	108	69	100	107
COc1ccc(/C(=N\N=C(N)N)c2ccc(Cl)cc2)cc1OC	87	88	.	95	54	76	78	52	79

# Additional entries.
smiles	OVCAR-8	OVCAR-4	OVCAR-3	ACHN	RXF 393	A498	OVCAR-5	IGROV1	SK-OV-3
Nc1ccc(S(=O)(=O)Nc2ccsc2-c2nc(-c3ccccc3)no2)cc1	60	82	37	88	83	61	88	65	62
COc1cc(-c2nnc(-c3c(-c4ccc(F)cc4)nc4ccccn34)o2)cc(OC)c1OC	47	70	75	52	67	63	96	119	76
O=C1CCC(c2nc3ccccc3c(=O)[nH]2)N1 (centres undefined)	100	99	128	106	.	96	109	97	101
COC(=O)c1ccc([N+](=O)[O-])c(C)c1	108	101	105	97	105	79	91	93	106
N#Cc1c(-c2ccc(Cl)cc2)nc2c(c(-c3ccccc3)nn2-c2ccccc2)c1-c1ccc(O)cc1	50	65	48	56	-27*	79	84	70	97
O=C1c2ccccc2CCc2ccccc21	99	104	103	102	101	.	94	93	.
c1ccc(Oc2ccccn2)cc1	104	152	93	105	110	102	88	113	106
COc1ccc(C(=O)c2cc3ccccc3o2)cc1	106	97	.	106	119	81	100	98	105

# The list goes on.
smiles	OVCAR-8	OVCAR-4	OVCAR-3	ACHN	RXF 393	A498	OVCAR-5	IGROV1	SK-OV-3
CS(=O)(=O)c1cc(=O)[nH]c(=O)[nH]1	105	107	107	99	113	.	99	109	100
FC(F)(F)c1ccc(-c2cnc(Br)nc2NC2CCCCCC2)cc1	24	23	11	10	53	81	63	36	72
CC(=O)Nc1cccc(OCCCOc2cccc([N+](=O)[O-])c2)c1	113	139	108	107	106	101	102	106	124
CCOC(=O)C(CC)C(C)O (centres undefined)	103	106	117	102	98	104	92	97	112
CCCCC(CC)CO (centres undefined)	98	107	101	107	124	101	104	111	103
O=[N+]([O-])c1ccc2c(c1)/C(=N\O)c1cc(Cl)c(Cl)cc1-2	100	92	106	89	120	86	102	92	89
Nc1ncnc2c1N=C(c1ccc(Cl)cc1)CC(c1sc(Cl)nc1Cl)N2 (centres undefined)	84	93	99	91	61	59	87	87	95
COc1ccc2nc3cc(Cl)ccc3c(Nc3cc(CN4CCCC4)c(O)c(CN4CCCC4)c3)c2n1	10	-16*	24	23	-69*	-17*	6.6*	28	30

# Next part:
smiles	OVCAR-8	OVCAR-4	OVCAR-3	ACHN	RXF 393	A498	OVCAR-5	IGROV1	SK-OV-3
CC1CCCC(C)(C)C1NCCOC(=O)c1ccc([N+](=O)[O-])cc1 (centres undefined)	105	101	118	103	123	103	96	117	114
COc1ccc(-c2nc(SCc3cc(=O)oc4cc(C)cc(C)c34)[nH]c(=O)c2C(=O)NC(C)(C)C)cc1	102	104	106	100	133	.	94	109	88
C=C(C)[C@@H]1CC[C@]2(C(=O)O)CC[C@]3(C)[C@H](CC[C@@H]4[C@@]5(C)C[C@@H](CC#Cc6ccccn6)[C@H](O)C(C)(C)[C@@H]5CC[C@]43C)[C@@H]12	99	80	90	85	103	87	99	86	94
CC(Sc1ccccc1)C(=O)O (centres undefined)	99	102	106	104	94	89	106	81	97
O=C(O)c1cc2c(s1)C(=O)c1sccc1C2=O	.	-6.6*	-19*	80	34	103	78	56	115
Cc1ccc2nc(-c3ccc(OCC(=O)N=Nc4c(O)[nH]c5ccccc45)cc3)[nH]c2c1	19	12	26	96	102	93	104	86	99
Cc1ccc(-c2cc(C3=C(c4cccs4)NC(=S)NC3C)n[nH]2)o1 (centres undefined)	107	101	111	100	125	124	93	92	84
O=C(Nc1cccnc1)c1cccc([N+](=O)[O-])c1	99	104	109	96	156	127	94	65	114

# New compounds follow:
smiles	OVCAR-8	OVCAR-4	OVCAR-3	ACHN	RXF 393	A498	OVCAR-5	IGROV1	SK-OV-3
COc1cccc(/C=C2\S/C(=N/c3nccs3)NC2=O)c1	39	61	.	49	82	39	80	57	65
Nc1ncnc2c1c(-c1ccccc1)nn2Cc1cccc(B(O)O)c1	85	97	99	93	76	50	98	89	83
CCn1c(SCC(=O)N/N=C(\C)c2ccc(Cl)cc2)nc2c1c(=O)n(C)c(=O)n2C	100	100	115	99	106	91	99	96	109
O=S(=O)(Nc1cccc(C(F)(F)F)c1)c1cc(Cl)c(Cl)cc1Cl	90	83	88	94	.	86	97	89	92
C[N+](C)(C)CCOC(OCC[N+](C)(C)C)(c1ccccc1)c1ccccc1	105	107	.	98	122	113	104	124	103
CCOC(=O)c1c(NCC(=O)Nc2cccc([N+](=O)[O-])c2)sc2c1CCCC2	-18*	-45*	-40*	-61*	-85*	.	-46*	-20*	-67*
Cc1ccc(-c2ncc(S(C)(=O)=O)o2)cc1	94	100	102	102	113	74	105	104	101
CC(C)Cc1ccc(C(C)C(=O)NCc2ccc(Cn3c(=O)sn(CCCCl)c3=O)cc2)cc1 (centres undefined)	-3.9*!	-94*!	-83*!	-100*!	-94*	56&88	-53*!	-79*!	70&107

# Additional results follow.
smiles	OVCAR-8	OVCAR-4	OVCAR-3	ACHN	RXF 393	A498	OVCAR-5	IGROV1	SK-OV-3
CSc1nn(-c2ccccc2)c2ncnc(Oc3ccc(C)cc3)c12	51	9.2*	98	76	69	68	93	93	75
COc1cc2nc(SCc3cc(OC)c(OC)c(OC)c3)n(-c3ccc(C)cc3)c(=O)c2cc1OC	72	85	106	89	95	79	96	102	93
COc1ccc2nc(NC(=O)/C(=C/c3cc(OC)c(OC)c(OC)c3)c3ccc(OC)c(OC)c3)sc2c1	90	93	84	95	107	96	92	82	104
ClCCOCCOc1ccc(Cl)cc1Cl	94	85	103	95	104	95	95	83	106
CCCC1N=C(N)N=C(N)N1c1ccc(OC)cc1 (centres undefined)	93	99	110	102	102	66	99	103	101
COc1ccc(-c2cc(C)nc3[nH]c(=O)sc23)cc1	64	2.4*	67	32	57	6.1*	80	62	56
COc1ccc(Cl)cc1Nc1nc(C(F)(F)F)ccc1C(=O)N/N=C/c1ccc(Cl)cc1	47	28	-35*	37	.	-35*	57	45	44
C/C(=N\O)C(c1ccc(Cl)cc1)c1ccc(Cl)cc1	96	95	90	102	90	113	89	83	93

# Continuation.
smiles	OVCAR-8	OVCAR-4	OVCAR-3	ACHN	RXF 393	A498	OVCAR-5	IGROV1	SK-OV-3
Nc1ccc(N=Nc2ccc(-c3ccc(N=Nc4ccc(N)c5cc(S(=O)(=O)O)ccc45)cc3)cc2)c2ccc(S(=O)(=O)O)cc12	98	102	107	107	94	.	108	105	105
O=C(Cc1nc2cc(Cl)c(Cl)cc2nc1CC(=O)c1ccncc1)c1ccncc1	72	65	70	66	69	133	118	95	106
CC(=O)O[C@@H]1CCN2C(=O)N(C)c3ccccc3[C@@H]2C1	109	107	122	99	115	114	96	105	101
COc1cc(OC)cc(-c2ccc(-c3ccc(C(=N)N)cn3)o2)c1	9.7*	23	19	1.3*	-70*	44	-0.2*	27	31
O=C(CSc1nccc(N2CCOCC2)n1)c1ccc(Cl)cc1	98	96	100	95	84	86	88	91	98
CCCCC1COc2cccc3c2N1C=C/C3=C\C(=O)N(C)c1ccc(Br)cc1 (centres undefined)	95	85	102	101	100	100	100	99	.

# Source: PubChem BioAssay (NCI)
